# PTEN del growth = PTEN-deleted cell growth suppression; HCT116 PTEN-null viability, CellTiter-Glo, 60 h; active compounds read low; viability, % at 10 µM; 140,000 compounds, 1.2% hits; AID 827;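 active means viability at or below a set limit, 4 SD under the median of all tested compounds, cut at about 3.7% in these data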;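 further: PTEN knockout HCT116 line with beta catenin targeted HCT116 as companion control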
# Yeast growth inh = chemicals that inhibit yeast BB579 growth in restrictive medium (lifespan-shortening candidates) | AID 804 | S. cerevisiae BB579 growth, OD615, 48 h | 140,000 compounds, 0.51% hits | inhibition, % at 10 µM;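 active means inhibition above a set limit, 3 SD over the mean compound inhibition, cut at about 44% in these data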; further: inactives centre near -24
#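 Assay system: S. cerevisiae DeaD strain BB579 yeast. Medium: CSMM-D restrictive synthetic medium containing dextrose (glucose). Times: 4 h cell preincubation, 48 h compound exposure, 30 °C humidified. Signal: OD615 turbidity measurement. Benchmarks: positive control amphotericin B 10 µg/mL.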
# MRP1 act = activators of MRP-1. viability increase, % at 10 µM. 140,000 compounds, 0.61% hits. H69AR cells + doxorubicin, viability rescue, CellTiter-Glo. AID 799;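 active means viability gain under doxorubicin at or above a set limit, the compound median plus 3 SD, cut at about 4.7% in these data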;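 further: MRP-1 overexpressing cells given doxorubicin 25 µM after compound pretreatment; 18-22 h compound pretreatment then 72 h with doxorubicin before readout; 0% = doxorubicin-only wells and 100% = vehicle-treated cells without doxorubicin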
# GALR2 antag = GALR2 (human) receptor antagonism; O43603; GALR2-expressing cells, antagonist mode; inhibition, % at 4 µM; 140,000 compounds, 0.39% hits; in the data active means inhibition above about 27%;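 further: cells stimulated with galanin 1-16 at roughly its EC80; 0% = agonist challenge control and 100% = basal control without agonist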
# Target sequence (O43603 whole entry, looked up): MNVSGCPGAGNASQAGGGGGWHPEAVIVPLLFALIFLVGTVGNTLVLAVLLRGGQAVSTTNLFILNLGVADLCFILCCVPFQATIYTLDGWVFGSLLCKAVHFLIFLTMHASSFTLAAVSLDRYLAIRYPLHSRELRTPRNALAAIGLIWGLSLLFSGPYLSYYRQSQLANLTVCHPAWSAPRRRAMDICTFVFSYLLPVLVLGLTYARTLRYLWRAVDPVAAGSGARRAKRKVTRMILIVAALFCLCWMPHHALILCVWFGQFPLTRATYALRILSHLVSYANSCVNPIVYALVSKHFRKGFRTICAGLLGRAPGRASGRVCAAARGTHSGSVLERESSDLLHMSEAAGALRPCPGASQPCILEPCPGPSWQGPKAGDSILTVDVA
# bCat KO growth = beta-catenin-lacking colon tumor cell growth suppression; 140,000 compounds, 1.5% hits; HCT116 beta-catenin knockout viability, CellTiter-Glo, 60 h; active compounds read low; viability, % at 10 µM;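 active means viability at or under a set limit, the compound median less 4 SD, cut at about 6% in these data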;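 further: 0% = Hyamine 1622 control at 20 µM and 100% = untreated cell control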
# Yeast lifespan up = extends the lifespan of yeast; S. cerevisiae growth with nicotinamide, OD615; deaD strain in restrictive glucose medium; inhibition of the nicotinamide effect, % at 10 µM; AID 775; 130,000 compounds, 0.68% hits;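 active means inhibition above a set limit, placed 3 SD over the median of all compounds, cut at about 26% in these data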;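 further: 0% = nicotinamide-treated wells and 100% = cells grown without nicotinamide; some compounds called inactive have numbers as strong as hits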
#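 assay system = DeaD-strain S. cerevisiae | measured by = absorbance at 615 nm | probe or stimulus = nicotinamide 1.5 mM | buffer or medium = CSMM-D glucose medium, restrictive | times = 48 h at 30 °C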
# E-sel TNF inh = TNF alpha driven E-selectin expression inhibition. HUVEC TNFa-induced E-selectin immunofluorescence, high content. inhibition, % at 2 µM. AID 1246. 120,000 compounds, 0.71% hits;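 active means inhibition above the batch mean plus 3 SD, and confirmed as a hit on visual image review, cut at about 43% in these data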;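 further: 0% = TNF-stimulated DMSO wells and 100% = unstimulated control wells; not every result past the cut was called active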
# Measles CPE = protection of cells from measles virus; Measles virus-infected cells, CPE protection, absorbance; 140,000 compounds, 1.5% hits; protection (pct of control), % at 4 µM; AID 841; in the data active means protection mostly above about 24%, no sharp cut-off; inactive means mostly below about 26%; further: some compounds called inactive have numbers as strong as hits
# NPY Y2 blocker = blocks the human neuropeptide Y Y2 receptor; 140,000 compounds, 0.99% hits; NPY-Y2 expressing cells, antagonist mode; inhibition, % at 2.7 µM; in the data active means inhibition above about 17%;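 further: 0% = vehicle with agonist challenge and 100% = reference antagonist with challenge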
# Target sequence (P49146 whole entry, looked up): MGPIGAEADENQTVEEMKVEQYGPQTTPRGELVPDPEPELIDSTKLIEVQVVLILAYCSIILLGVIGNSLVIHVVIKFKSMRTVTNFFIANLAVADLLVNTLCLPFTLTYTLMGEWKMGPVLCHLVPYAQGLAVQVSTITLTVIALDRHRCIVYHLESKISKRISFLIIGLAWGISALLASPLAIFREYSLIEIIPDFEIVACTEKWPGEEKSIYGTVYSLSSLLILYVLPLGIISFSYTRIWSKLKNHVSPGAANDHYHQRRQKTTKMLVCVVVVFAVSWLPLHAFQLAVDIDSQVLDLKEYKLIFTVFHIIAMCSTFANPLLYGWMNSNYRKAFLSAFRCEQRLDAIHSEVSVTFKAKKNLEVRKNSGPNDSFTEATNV
# Phagocyt inh = blocks phagocytosis by macrophages | J774A.1 macrophage IgG-bead phagocytosis, imaging | inhibition, % at 5 µM | 110,000 compounds, 0.07% hits | AID 1029;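 active means inhibition above the mean of the plate negative controls plus 5 SD, cut at about 13% in these data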;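 further: phagocytic index as fraction of beads internalized from green versus red external bead signal; plate controls were DMSO negative control for no effect and cytochalasin-D positive control for full effect; some results beyond the cut were filed as inactive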
# Starred values were filed as active, the others as inactive; nt = no result given. Random draw from the library; overall some 6.3% were active at least once.
SMILES,PTEN del growth,Yeast growth inh,MRP1 act,GALR2 antag,bCat KO growth,Yeast lifespan up,E-sel TNF inh,Measles CPE,NPY Y2 blocker,Phagocyt inh
CN1CCc2c(sc3nc(SCC(=O)N4CCOCC4)nc(N)c23)C1,91,-18,-3.0,8,88,-9,-40,4,5,-1
O=C1C(Cc2ccccc2)NC(=S)N1c1ccccc1 (stereo not given),90,-18,-1.6,18,106,-10,34,3,0,-3
O=c1cc(N2CCCCC2)nc2n1CCCS2,93,-28,-3.6,-6,89,-8,nt,8,2,0
CCN(CC)CCn1cnc2c([nH]c3cccc(OC)c32)c1=O,91,-37,-3.5,-4,88,-14,5,6,4,-1
O=C(/C=C/c1cccc([N+](=O)[O-])c1)NCCSCc1ccco1,87,-33,-2.1,16,90,-4,nt,4,3,7
O=c1[nH]c(/C(Cl)=C/c2cc(Cl)ccc2O)nc2cc(Cl)ccc12,39,-6,-5.0,11,32,-4,-12,11,-3,-2
Cc1ccc(NS(=O)(=O)c2ccc(CCC(=O)N3CCOCC3)cc2)cc1,77,8,-2.4,1,79,-15,26,9,0,-3
O=C(CN1CCCN(S(=O)(=O)c2ccc(F)cc2)CC1)Nc1ccccc1Br,80,-26,-2.1,0,85,-5,-42,12,2,nt
O=S(=O)(c1cccc2cccnc12)n1cnc2ccccc21,93,-29,-2.8,-7,88,-4,-33,8,-2,1
CCOc1ccc(NC(=S)Nc2ccc(C)c([N+](=O)[O-])c2)cc1,99,-12,-3.5,2,93,-9,12,2,5,0
Cc1cc(C)n(-c2nncc(-c3ccccc3)n2)n1,93,20,0.2,12,102,-14,-5,4,2,-1
CCn1c(SCC(=O)Nc2ccc(S(N)(=O)=O)cc2)nnc1-c1ccccc1OC,90,-10,-1.3,5,84,-24,-25,16,-1,nt
COC(=O)COc1cccc(NC(=O)c2ccc(C)cc2)c1,90,-28,-1.1,10,87,-20,4,20,0,-1
Cc1ccc(-c2cnc(NC(=O)CCC(=O)N(C)Cc3ccccc3)n2C)cc1,84,-21,-3.6,0,77,-20,-2,20,3,nt
CCOc1cc(CNc2ccc3c(c2)OCCO3)cc(Br)c1OC,16,-56,-4.5,0,11,-16,-34,2,9,4
CCOC(=O)c1sc(N)c(C#N)c1CSc1nc2ccc(OCC)cc2[nH]1,86,-31,-1.4,5,88,-4,-45,9,5,0
Fc1ccc(N2CCN(c3nc(-c4ccco4)cc(C(F)(F)F)n3)CC2)cc1,84,-44,-0.5,2,88,-7,-12,4,4,-1
O=C(CSc1nnc(-c2ccccc2Br)o1)Nc1cccc2ccccc12,102,-33,-1.5,5,93,-3,-23,6,8,4
N#CCCN(CCC#N)C(=O)c1ccc(Cl)cc1,98,-22,1.3,6,107,-13,nt,4,4,1
O=c1[nH]nc(Cc2ccc(Cl)cc2Cl)c2ccccc12,99,-42,0.6,-8,89,-5,-26,22,9,1
COc1cc(NC(=O)CSCc2cnn(-c3ccccc3)c2-n2cccc2)cc(OC)c1,91,-52,-3.6,-3,87,-2,2,8,1,nt
O=C(O)CCCCCN1C(=O)/C(=C/c2ccncc2)SC1=S,59,-29,-3.9,10,59,40*,nt,20,2,nt
CCNC(=O)COC(=O)CNC(=O)c1cc(Cl)cc([N+](=O)[O-])c1,100,-14,-1.6,5,91,4,-16,4,0,9
Cc1ccc(S(=O)(=O)N2CCC(C(=O)NCCN3CCCCCC3)CC2)cc1,86,-62,-1.4,2,82,-18,5,7,2,2
CC(/C=N/NC(=O)C(O)c1ccccc1)=C\c1ccccc1 (stereo not given),105,-32,0.7,-1,102,-7,-46,3,-1,nt
Cc1ccc(O)c(N=Cc2cccs2)c1,80,7,-2.5,7,90,2,nt,11,0,-4
Cc1cn(CC2COC(C)(C)O2)c(=O)[nH]c1=O (stereo not given),104,-29,1.3,7,94,3,5,16,2,-2
O=C(Nc1cccnc1)c1cnn2cccnc12,97,-43,-0.3,-3,89,-13,-4,1,2,0
COc1ccccc1C(C)NC(=O)c1ccc(C)o1 (stereo not given),30,-4,-4.0,-15,31,-4,21,13,5,0
CC(C)=C1C2CC2C2C(C(=O)O)C12 (stereo not given),90,-40,-0.6,12,86,18,5,7,1,-1
CC(CCc1ccco1)NC(=O)Cn1ncc2c(=O)oc3ccccc3c21 (stereo not given),107,-38,-3.3,1,97,-4,-7,18,1,nt
CCCN1C(=O)c2cc(C(=O)NCc3cccs3)ccc2C1O (stereo not given),96,-25,-0.1,-2,86,-10,nt,7,0,-1
Cc1cccc(C)c1NC(=O)COc1ccc2c(C)c(Cc3ccccc3)c(=O)oc2c1C,54,-26,-3.8,-6,71,5,-2,8,-1,-6
CCOC(=O)c1cccc(NC(=O)C2CCCN(S(=O)(=O)c3c(C)n[nH]c3C)C2)c1 (stereo not given),97,-33,-0.2,6,109,-8,nt,5,0,-3
O=C(CSc1ncn[nH]1)Nc1nsc(-c2ccccc2)n1,93,5,-1.9,4,95,2,12,3,-2,-3
CC1Cc2ccccc2N1C(=O)CSc1nnc(-c2ccccc2)c(-c2ccccc2)n1 (stereo not given),69,-25,-3.4,-11,73,0,nt,10,0,nt
CCCN1CCN(c2nc(-c3cccs3)nc3ccccc23)CC1,70,-9,1.3,3,73,0,nt,4,15,-3
COc1ccc(C2(C(=O)N3CCOCC3)CCOCC2)cc1OC,101,-9,-0.1,3,93,-7,nt,10,3,-1
CC(C)c1nnc(NC(=O)c2ccc(N3C(=O)CCC3=O)cc2)s1,102,-13,-1.3,8,97,-6,nt,4,0,0
COc1cccc(C2CC(c3ccccc3Cl)n3nnnc3N2)c1 (stereo not given),46,14,-4.6,-1,55,-28,-25,2,5,2
Cc1ccc(C(=O)COc2nc(C)cc(C)c2C#N)cc1,93,5,-1.3,4,91,-27,-39,5,5,0
Cn1c(NC(=O)c2cccnc2)nc2ccccc21,79,-18,-2.6,1,71,-23,-5,3,2,1
Cc1ccc(NC(=O)CSc2nnc(C)n2-c2ccccc2)cc1,90,-12,6.8*,-8,88,nt,-3,7,2,nt
CCc1ccc(/C=N/NC(=O)c2cc(-c3ccccc3OC)nc3ccccc23)s1,80,-23,-1.1,8,88,-11,nt,3,-1,0
Cn1cnnc1-c1cccc(NS(=O)(=O)c2ccc(N3CCCC3=O)cc2)c1,89,-35,-2.3,-7,99,nt,2,10,1,nt

# Single records, from the list above. Screens in order: PTEN del growth | Yeast growth inh | MRP1 act | GALR2 antag | bCat KO growth | Yeast lifespan up | E-sel TNF inh | Measles CPE | NPY Y2 blocker | Phagocyt inh
# Profile of `CC(C)c1nnc(NC(=O)c2ccc(N3C(=O)CCC3=O)cc2)s1` : 102 | -13 | -1.3 | 8 | 97 | -6 | nt | 4 | 0 | 0
# Profile of `Cc1ccc(NC(=O)CSc2nnc(C)n2-c2ccccc2)cc1` : 90 | -12 | 6.8* | -8 | 88 | nt | -3 | 7 | 2 | nt

# 9 entries from above, arranged by count of non-hydrogen atoms, low to high.
SMILES,PTEN del growth,Yeast growth inh,MRP1 act,GALR2 antag,bCat KO growth,Yeast lifespan up,E-sel TNF inh,Measles CPE,NPY Y2 blocker,Phagocyt inh
Cn1c(NC(=O)c2cccnc2)nc2ccccc21,79,-18,-2.6,1,71,-23,-5,3,2,1
O=C(CSc1ncn[nH]1)Nc1nsc(-c2ccccc2)n1,93,5,-1.9,4,95,2,12,3,-2,-3
CCCN1C(=O)c2cc(C(=O)NCc3cccs3)ccc2C1O (stereo not given),96,-25,-0.1,-2,86,-10,nt,7,0,-1
Cc1ccc(NC(=O)CSc2nnc(C)n2-c2ccccc2)cc1,90,-12,6.8*,-8,88,nt,-3,7,2,nt
CC(CCc1ccco1)NC(=O)Cn1ncc2c(=O)oc3ccccc3c21 (stereo not given),107,-38,-3.3,1,97,-4,-7,18,1,nt
Cn1cnnc1-c1cccc(NS(=O)(=O)c2ccc(N3CCCC3=O)cc2)c1,89,-35,-2.3,-7,99,nt,2,10,1,nt
CCc1ccc(/C=N/NC(=O)c2cc(-c3ccccc3OC)nc3ccccc23)s1,80,-23,-1.1,8,88,-11,nt,3,-1,0
CC1Cc2ccccc2N1C(=O)CSc1nnc(-c2ccccc2)c(-c2ccccc2)n1 (stereo not given),69,-25,-3.4,-11,73,0,nt,10,0,nt
Cc1cccc(C)c1NC(=O)COc1ccc2c(C)c(Cc3ccccc3)c(=O)oc2c1C,54,-26,-3.8,-6,71,5,-2,8,-1,-6

# Following part
SMILES,PTEN del growth,Yeast growth inh,MRP1 act,GALR2 antag,bCat KO growth,Yeast lifespan up,E-sel TNF inh,Measles CPE,NPY Y2 blocker,Phagocyt inh
COc1ccc(C(C#N)Nc2ccccc2C)cc1 (stereo not given),86,6,-0.6,1,98,-24,8,31,2,nt
CCOC(=O)N1CCN(C(=O)CNC(=O)Cc2ccc(Cl)cc2)CC1,86,-44,0.5,-2,94,-6,26,6,0,nt
O=C(CN(Cc1ccccc1)S(=O)(=O)c1ccc2c(c1)OCCO2)N/N=C/c1cccc(Br)c1,62,-24,0.0,-2,55,8,-2,10,3,-8
N#CCCSc1ccccc1NC(=O)c1ccc(S(=O)(=O)N2CCCC2)cc1,93,12,-1.2,-1,100,-18,41,3,2,3
O=C(CSc1nc(-c2ccccc2)c(-c2ccccc2)[nH]1)NCCN1C(=O)CSC1=O,12,-25,-6.1,3,10,-12,-8,23,3,1
CCc1nc2ccccc2n1CCC(C)C,94,-12,-2.0,-9,90,-6,10,6,8,-1
CCNC(=S)NS(=O)(=O)c1ccc(CC)cc1,101,-30,-1.5,-5,101,-2,-49,4,-2,nt
C=CCc1cc(C)ccc1OCC(O)CN1CCN(c2ccccc2)CC1 (stereo not given),81,-42,-2.4,-10,84,-6,-12,nt,9,-2
CCCSc1nsc(SCCC)c1C(N)=O,90,-49,-0.7,-7,92,-5,-14,17,1,0
Cc1ccccc1Cn1c(CN2CCN(C(=O)c3ccco3)CC2)nc2c1c(=O)n(C)c(=O)n2C,101,-61,-1.2,nt,86,-7,nt,8,nt,-2
CC(CCc1ccccc1)NC(=O)c1cncc(Br)c1 (stereo not given),nt,-57,-1.4,4,97,-10,-57,14,0,0
CCn1c(SCC(=O)Nc2nc(C)cs2)nnc1-c1cccnc1,96,-12,-3.0,-15,94,-13,21,7,6,-1
Cc1ccc(-c2nnc3n2N=C(c2ccccc2Br)CS3)cc1,37,-24,-0.6,-11,41,-1,-29,31,8,-1
Cc1cccc(OCc2nc(-c3cccnc3)no2)c1,91,-8,0.8,0,95,-8,nt,1,2,-2
COc1ccc(-c2cc(C(F)(F)F)nc(SCCC(=O)N3CCCC3)n2)cc1,89,-30,-2.5,5,98,nt,6,8,-2,nt
